Screens from PubChem BioAssay.
Hsp70 displacement = Hsp70 inhibitors, probe displacement, primary screen, biochemical, fluorescence polarization (AID 583); 0.06% of 140,000 active; displacement, % at 20 µM; hits with a dose series show IC50 in µM; Hsp70 fluorescence polarization probe displacement, mP; higher % means a stronger effect; in the data active = displacement above about 50%;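 note: plate controls were vehicle for no effect and reference ligand for full effect; a part of the inactive calls stands beside numbers as strong as those of hits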
MKP-3 inhibition = inhibition of rat DUSP6 enzyme activity – biochemical, in vitro, primary screen (AID 425); recombinant MKP-3 phosphatase activity, fluorescence; higher % means a stronger effect; one-dose inhibition, % at 20 µM; IC50 in µM for titrated hits; 0.17% of 110,000 active; in the data active = inhibition above about 50%;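 note: plate controls were vehicle for no effect and reference inhibitor for full effect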
* marks the source's active call; other numbers are inactive results; . = no result given; & = joins results of further samples. Not all compounds are listed (hit frequency here may not be typical).

Results follow in this order: Hsp70 displacement, MKP-3 inhibition
#1 COc1ccc(CCNC(=O)c2oc3ccc(S(=O)(=O)N4CCOCC4)cc3c2C)cc1OC
  ., -2.1%
#2 COc1ccc(C2(CNC(=O)CC(c3ccccc3)c3ccccc3O)CCOCC2)cc1OC (stereo not given)
  -1.5%, 0.6%
#3 CCS(=O)(=O)N1CCC(NC(=O)c2ccco2)CC1
  1.3%, -18.6%
#4 N/C(Cc1ccc([N+](=O)[O-])cc1)=N\OC(=O)c1ccc([N+](=O)[O-])cc1
  2.2%&0.0%, 1.5%
#5 O=C(NCc1ccncc1)c1ccc([N+](=O)[O-])cc1
  2.9%, -2.9%
#6 CC(C)(C)c1ccc(-c2nc(-c3ccc(F)cc3)no2)cc1
  2.9%, 0.5%
#7 CCC(CC)c1nnc(NC(=O)c2nc3nc(C)cc(C)n3n2)s1
  0.4%, .
#8 COc1ccc(CN2c3cc(S(=O)(=O)N4CCOCC4)ccc3N3CCCC32)cc1 (stereo not given)
  -1.2%, .
#9 Cc1nc(C)c(C(=O)Nc2nc3c(C)cccc3s2)o1
  1.8%, -0.4%
#10 CCSCCOC(=O)C1=C(C)N(C)C(=O)NC1c1ccccc1[N+](=O)[O-] (stereo not given)
  1.0%, 3.1%
#11 Cc1ccc(CSCC(=O)Nc2ccc3c(c2)OCO3)cc1
  0.3%, .
#12 Cc1sc2nc(SC3C=CCCC3)[nH]c(=O)c2c1C (stereo not given)
  0.2%, 4.4%
#13 Clc1ccc(C(c2nnnn2C2CCCC2)N2CCN(Cc3ccncc3)CC2)cc1 (stereo not given)
  1.0%, 0.9%
#14 COC(=O)c1ccc(NC(=O)COc2ccc(C)cc2Br)cc1
  -1.7%, 2.0%
#15 O=C(Cc1ncn[nH]1)NCCc1ccccc1
  5.8%, -7.7%
#16 CCCSC1=C(C#N)C(c2ccccc2C)C(C(=O)OC)C(=O)N1 (stereo not given)
  -6.4%, 10.8%
#17 COC(=O)c1c(NC(=O)Cc2ccccc2)sc2c1C(C(=O)OC)CC2 (stereo not given)
  2.8%, 3.0%
#18 CC(C)C(NC(=O)C12CC3CC(CC(C3)C1)C2)C(=O)NC1=NCCS1 (stereo not given)
  -3.1%, -8.8%
#19 CCOC(=O)c1c(NC(=O)c2ccco2)sc(C(=O)N(CC)CC)c1C
  0.0%, 1.5%
#20 O=C1NN(c2ccccc2)C(=O)/C1=C\c1cccc(I)c1
  7.5%, 5.5%
#21 Cc1ccc(Cl)cc1NC(=O)c1c(F)c(F)c(F)c(F)c1F
  3.7%, 2.3%
#22 Cc1nc2cc(-c3cccc(Cl)c3)[nH]n2c(=O)c1C
  -5.7%, 2.6%
#23 CCOC(=O)c1cc(-c2ccccc2)n(CC(=O)N2CCCC2)c1C
  -5.3%, -3.5%
#24 COC(=O)c1ccccc1NC(=O)Nc1nnc(N2CCCCC2C)s1 (stereo not given)
  -1.0%, 0.0%
#25 CCc1nnc(NS(=O)(=O)c2ccc(NC(=O)c3cc4ccccc4cc3OC)cc2)s1
  2.8%, 3.4%
#26 COc1cc(NC(=O)c2ccccc2Br)ccc1NC(=O)c1cc2ccccc2o1
  4.9%, 1.3%
#27 CC(C)Cn1nc(NC(=O)C(C)(C)C)c2cc3ccccc3nc21
  -1.8%, 6.5%
#28 COc1ccc(CN(C(=O)c2snc(C(N)=O)c2N)C(C(=O)NC(C)(C)C)c2ccco2)cc1 (stereo not given)
  -7.5%, 7.7%
#29 O=[N+]([O-])c1ccc(C=NN2CCN(Cc3ccccc3)CC2)cc1
  -0.8%, 1.6%
#30 Cn1c(SCC(=O)NC2CCCCCC2)nnc1-c1cccs1
  1.6%, -11.2%
#31 CC1CCc2cc(F)cc3c(O)c(C(=O)NCC4CCCO4)c(=O)n1c23 (stereo not given)
  ., -12.1%
#32 O=C(O)c1ncc(-c2ccccc2)cn1
  -1.2%&5.8%, -15.8%&1.7%
#33 CC(=O)CSc1nc2ccccc2o1
  3.9%, .
#34 COc1ccc(-n2c(CNC(=O)c3ccc(S(=O)(=O)N4CCCC4)cc3)n[nH]c2=S)cc1
  ., -0.6%
#35 CCCCC1(O)CC(C(F)(F)F)=NN1C(=O)COc1ccccc1 (stereo not given)
  4.7%, .
#36 O=C(Cc1c(C(=O)O)[nH]c2ccccc12)NCCN1CCN(c2cccc(Cl)c2)CC1
  -3.0%, -0.8%
#37 C/C(Cn1nnc([N+](=O)[O-])n1)=N\NC(=O)c1ccc(Cl)c(Cl)c1
  -1.4%, 0.2%
#38 CC(C)c1ccc(-c2nnn(CCC(=O)O)n2)cc1
  0.9%, -1.2%
#39 CCOc1ccc(S(=O)(=O)N(CC(=O)O)c2ccc(C)cc2)cc1
  1.0%, -4.5%
#40 Cc1ccc(N(C)C(=O)N2CCN(S(=O)(=O)c3ccc(C)cc3)CC2)cc1
  5.6%, -4.0%
#41 O=C(Nc1cccc([N+](=O)[O-])c1)C1C(c2ccccc2)C1(Cl)Cl (stereo not given)
  -0.8%, 3.6%
#42 O=C(C1CC(c2ccccc2O)=NO1)N1CCc2ccccc2C1 (stereo not given)
  7.4%, .
#43 Cc1ccccc1OCCSc1nc2ccc(Br)cc2[nH]1
  -1.8%, 3.3%
#44 CC(=O)NS(=O)(=O)c1ccc(N/C(N)=N\c2nc(C)cc(C)n2)cc1
  -7.3%, -1.6%
#45 NC(=O)c1cccn1Cc1ccccc1Cl
  -3.1%, -8.2%
#46 COc1ccc(-c2cn3c4ccccc4n(N)c3n2)cc1
  -2.2%, 2.4%
#47 Cn1nnc2c(N3CCCCC3)nccc21
  0.6%, 4.0%
#48 Cc1cc(NCC2CCCO2)n2c(nc3ccccc32)c1C#N (stereo not given)
  3.5%, -4.3%
#49 CCOCCOC(=O)c1ccc(NC(=O)c2cccc(Br)c2)cc1
  -0.8%, 1.4%
#50 COc1ccc(-c2nc(CS(=O)CC(=O)NCc3cccnc3)c(C)o2)cc1 (stereo not given)
  0.0%, 12.6%

Remaining list, next part
Results follow in this order: Hsp70 displacement, MKP-3 inhibition
#51 c1cncc(-c2nn3c(-c4ccncc4)nnc3s2)c1
  8.4%, -10.9%
#52 COc1cc2nc(N(C)C)nc(N)c2cc1OC
  3.0%, -9.8%
#53 CCc1nnc(NC(=O)C(CC)Oc2ccccc2)s1 (stereo not given)
  -2.5%, -0.1%
#54 CC(=O)c1cccc(NC(=O)C2CCCN(S(=O)(=O)c3cccc4cccnc34)C2)c1 (stereo not given)
  5.8%, -1.7%
#55 CCCSc1ncnc2c1oc1ccccc12
  -4.8%, 9.9%
#56 C/C(=N\NC(=O)COc1ccc(Cl)cc1Cl)c1cccnc1
  -0.8%, 0.2%
#57 Cc1ccc2nc(NNC(=O)CCC(=O)O)nc(-c3ccccc3)c2c1
  0.1%, 2.1%
#58 COc1cccc(C(C(=O)NC2CCCC2)N(C(=O)c2ccco2)C2CC2)c1OC (stereo not given)
  0.1%, -5.3%
#59 Cc1cc(C)nc(N2CCC(C(=O)Nc3cccc(C(F)(F)F)c3)CC2)n1
  3.3%, -3.2%
#60 CCN(CC)CCCN1C(=O)c2oc3ccccc3c(=O)c2C1c1cc(OC)ccc1OC (stereo not given)
  -2.8%, -4.9%
#61 COc1ccc(NC(=O)c2cc(C(C)C)on2)c(OC)c1
  -1.5%, 2.9%
#62 Cc1ccc(Cn2ccc(NC(=O)c3cc(C(C)C)on3)n2)cc1
  -4.4%, -2.5%
#63 Cc1ccccc1-c1nnc(SCC(=O)Nc2cccc(C)c2C)o1
  1.4%, -0.8%
#64 COc1ccccc1N1CCN(C(=O)COc2ccc(Cl)cc2C)CC1
  -1.5%, 1.5%
#65 CC1=CC(C)C2COC(c3ccccc3O)C1C2C (stereo not given)
  -2.6%, -0.4%
#66 Cc1cc(C)n(C(=O)COc2ccc(Oc3ccccc3)cc2)n1
  -0.4%, 3.0%
#67 O=C(NC1CCCCC1)C(c1ccccc1)N1CCOCC1 (stereo not given)
  -3.1%, -3.4%
#68 CCCOc1ccc(S(=O)(=O)NCCN2CCOCC2)c2ccccc12
  2.6%, 6.1%
#69 O=C(Nc1ccc(NC(=O)c2ccc(-c3ccc([N+](=O)[O-])cc3)o2)cc1)c1ccco1
  -7.1%, 3.8%
#70 Cc1ccc(C)c(/C(O)=C2\C(=O)C(=O)N(CCCn3ccnc3)C2c2ccncc2)c1 (stereo not given)
  3.4%, 6.7%

Four entries from above, set out differently:
#66 Cc1cc(C)n(C(=O)COc2ccc(Oc3ccccc3)cc2)n1
  Hsp70 displacement: -0.4% | MKP-3 inhibition: 3.0%

#67 O=C(NC1CCCCC1)C(c1ccccc1)N1CCOCC1 (stereo not given)
  Hsp70 displacement: -3.1% | MKP-3 inhibition: -3.4%

#62 Cc1ccc(Cn2ccc(NC(=O)c3cc(C(C)C)on3)n2)cc1
  Hsp70 displacement: -4.4% | MKP-3 inhibition: -2.5%

#69 O=C(Nc1ccc(NC(=O)c2ccc(-c3ccc([N+](=O)[O-])cc3)o2)cc1)c1ccco1
  Hsp70 displacement: -7.1% | MKP-3 inhibition: 3.8%

Continued:
Results follow in this order: Hsp70 displacement, MKP-3 inhibition
#71 COc1ccc(S(=O)(=O)N(CC(=O)NCc2ccco2)c2cc(C)cc(C)c2)cc1OC
  -0.5%, 0.8%
#72 CCC1Oc2ccc(C)cc2N(CC(=O)NCc2ccccc2OC)C1=O (stereo not given)
  -0.6%, -0.6%
#73 Cc1cc(C)c(NC(=O)Cn2cc3c(n2)CCCC3)c(C)c1
  4.3%, -5.3%
#74 COc1cccc(-c2nc(C(N)=O)c3[nH]c(=O)n(-c4cccc(Cl)c4)c3n2)c1OC
  3.1%, -2.6%
#75 OC(C#CCN1CCOCC1)(c1ccccc1)C1CCCCC1 (stereo not given)
  1.5%, .
#76 CC1CC(C)CN(C(=O)c2ccc3c(c2NCCO)C(=O)c2ccccc2C3=O)C1 (stereo not given)
  3.4%, .
#77 CC(=O)OC(OC(C)=O)c1ccc([N+](=O)[O-])s1
  -5.7%, -0.8%
#78 Cc1cc(C(=O)Nc2ccc(O)c(C(=O)O)c2)oc1C
  -0.6%, -1.2%
#79 O=c1cc(O)nc(SC23CC4CC(CC(C4)C2)C3)[nH]1
  -1.1%, 4.5%
#80 CCOC(=O)c1c(NC(=O)COc2cc(Cl)ccc2Cl)sc(C(C)=O)c1C
  4.8%, 3.6%
#81 Cc1cc(NC(=O)COc2ccc(N(C)S(=O)(=O)c3ccccc3)cc2)no1
  1.3%, -13.0%
#82 NC(=O)C1CC(O)CN1c1nc(CN2CCOCC2)nc2scc(-c3ccccc3)c12 (stereo not given)
  3.8%, -5.4%
#83 CC(C)=CC(=O)CC(O)(c1ccccc1)C(F)(F)F (stereo not given)
  -5.9%, 1.6%
#84 CC1=NN(c2ccc(S(N)(=O)=O)cc2)C(=O)/C1=C\c1ccccc1OCc1ccccc1
  -2.9%, 6.4%
#85 COc1cc(OC)c(C=C2C(=O)N(C)C(=O)N(C)C2=O)cc1Br
  -3.3%, 0.0%
#86 CCOC(=O)COc1nc2ccc(Cl)cc2c(-c2ccccc2)c1C(C)=O
  5.5%, 0.4%
#87 Ic1ccc(OCCCCN2CCOCC2)cc1
  -2.6%, 0.1%
#88 COc1ccc(Cl)c(Cn2c(NCCCO)nc3c2c(=O)n(C)c(=O)n3C)c1
  2.4%, -7.4%
#89 O=C(O)c1cc2c(ccc3cc(Br)ccc32)oc1=O
  -3.2%, 0.0%
#90 Fc1ccc(-c2cc3nc(-c4ccccc4)cc(N4CCOCC4)n3n2)cc1
  0.8%, -5.2%
#91 Cc1[nH]n(-c2ccc([N+](=O)[O-])cc2)c(=O)c1C=NCCN1CCN(C(=O)c2cccc(F)c2)CC1
  3.0%&3.3%, 1.9%
#92 CCOC(=O)c1[nH]c(C)c(C(=O)NC2CCCCCC2)c1C
  2.0%, 2.9%
#93 Cc1ccc(N(CC(=O)Nc2ccc(S(=O)(=O)N3CCOCC3)cc2)S(C)(=O)=O)cc1C
  -1.1%, -0.7%
#94 O=C(NCCN1CCOCC1)C1CCN(S(=O)(=O)N2CCCCC2)CC1
  5.3%, 0.7%
#95 C=CCc1ccccc1OCCn1cc(/C=C2/SC(=S)N(CC)C2=O)c2ccccc21
  4.3%, -2.8%
#96 O=c1c2ccccc2nc2c3ccccc3ncn12
  -9.7%, 3.9%
#97 NC(=O)C1CCN(C(=O)COc2ccc3ccccc3c2)CC1
  1.5%, .
#98 CCc1[nH]nc2c1C1(C(=O)N(Cc3ccccc3)c3ccccc31)C(C#N)=C(N)O2 (stereo not given)
  -0.9%, -7.7%
#99 COc1ccccc1-c1cc2ccccc2[nH]1
  -0.4%, .
#100 COc1ccc(OC)c(CCNC(=O)CC2Oc3ccccc3NC2=O)c1 (stereo not given)
  0.6%, 4.3%
#101 COc1ccc(OC)c2c(C)cc(C)nc12
  -9.0%, -2.1%
#102 COc1ccc(NC(=S)NCCc2ccccc2OC)c(OC)c1
  1.2%, .
#103 Cn1c(=O)c(C(=O)NC2CCCCC2)c(O)c2ccccc21
  -2.7%, 0.9%
#104 Cc1nc(NC(=O)CN2CCOCC2)sc1-c1ccccc1
  7.0%, -4.5%
#105 CCOC(=O)N1CCN(C2CC(=O)N(c3ccc(Cl)c(Cl)c3)C2=O)CC1 (stereo not given)
  10.2%, .
#106 CCCNC(=O)N1CCN(c2nc(C(C)C)c3c(c2C#N)CC(C)(C)OC3)CC1
  -3.4%, 2.3%
#107 CC(C)c1ccc(N(CC(=O)NCCSC(C)(C)C)S(C)(=O)=O)cc1
  0.3%, .
#108 COc1cccc(-c2nc(CS(=O)CC(=O)O)c(C)o2)c1 (stereo not given)
  5.0%, -0.5%
#109 CCOC(=O)C1=C(C)NC(=O)NC1c1cc([N+](=O)[O-])ccc1OC (stereo not given)
  2.4%, -0.5%
#110 Fc1ccc(NC(=S)NCCN2CCOCC2)cc1
  -3.2%, 1.0%
#111 Cc1cccc(-n2ncc3c(NCc4ccco4)ncnc32)c1
  1.7%, -2.0%
#112 O=C(Cc1ccccc1)NCCn1ccc2ccccc21
  1.5%, 4.5%
#113 CCn1c(COc2cccc(C)c2)nc2ccccc21
  1.5%, .
#114 CCOC(=O)C1=C(C)NC(=S)NC1c1ccc(OC(=O)c2ccco2)c(OC)c1 (stereo not given)
  -1.3%, 2.0%
